Assay outcomes as filed in PubChem BioAssay.
SRC1 inh: human NCOA1 inhibition | actives 0.12% (n = 360,000) | inhibition, % at 3.6 µM | HEK293 GAL4-SRC1 luciferase reporter, luminescence | Q15788;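 active = inhibition above the campaign mean plus 3 SD, with each screening campaign given its own cutoff, cut at about 60% in these data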;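 also: 0% = DMSO treated cells and 100% = gossypol at 36 µM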
LRH-1 inv ag: inverse agonists of human LRH-1 (NR5A2) | O00482 | inhibition, % at 3.6 µM | actives 0.13% (n = 360,000) | HEK293T StAR-luciferase reporter, LRH-1 transfected, 24 h;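 active = inhibition above the mean inhibition of all tested compounds plus 3 SD, cut at about 73% in these data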;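 also: 0% = DMSO wells and 100% = reporter-only cells lacking LRH-1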
Target sequence (O00482 whole entry, looked up): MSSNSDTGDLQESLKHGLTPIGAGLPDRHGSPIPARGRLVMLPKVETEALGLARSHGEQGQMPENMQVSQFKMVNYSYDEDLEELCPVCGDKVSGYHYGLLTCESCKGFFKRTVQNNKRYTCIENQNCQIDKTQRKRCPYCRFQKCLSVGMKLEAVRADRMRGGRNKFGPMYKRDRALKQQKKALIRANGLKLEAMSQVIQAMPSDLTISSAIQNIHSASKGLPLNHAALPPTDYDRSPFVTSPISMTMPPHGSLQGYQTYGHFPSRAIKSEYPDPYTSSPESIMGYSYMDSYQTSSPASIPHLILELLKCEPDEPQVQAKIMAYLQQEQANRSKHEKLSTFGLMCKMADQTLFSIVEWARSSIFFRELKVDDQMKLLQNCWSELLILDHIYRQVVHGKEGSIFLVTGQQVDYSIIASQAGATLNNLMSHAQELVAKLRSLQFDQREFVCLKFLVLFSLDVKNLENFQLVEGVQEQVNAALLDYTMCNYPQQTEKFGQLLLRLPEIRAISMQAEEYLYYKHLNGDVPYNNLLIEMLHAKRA
TLR9-MyD88 block: inhibitors of human TLR9-MyD88 binding. actives 0.21% (n = 340,000). inhibition, % at 4.98 µM. CHO BLA complementation TLR9-MyD88, CCF4 FRET ratio. Q9NR96+Q99836;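 active = inhibition above the mean over all tested compounds plus 3 SD, cut at about 21% in these data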;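 also: 0% = DMSO only wells and 100% = clavulanate BLA inhibitor control wells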
TRAIL sens C8: caspase-8 TRAIL sensitization. actives 1% (n = 360,000). inhibition (viability loss, TRAIL sensitization), % at 10 µM. NB7+C8 cells + TRAIL, ATPlite viability luminescence;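 active = compounds causing at least 50% loss of cell viability in the single-dose screen, relative to plate controls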
TWEAK Fn14 block: blocks TWEAK-Fn14 interaction in a reporter cell assay; TWEAK-stimulated Fn14 reporter cells, luciferase luminescence, 8 h; inhibition, % at 10 µM; actives 2% (n = 360,000); AID 1159606; in the data active = inhibition above about 50%
NCOA2 inhibitor: inhibits human steroid receptor coactivator 2 | HEK293 GAL4-SRC2 luciferase reporter, luminescence | inhibition, % at 9 µM | actives 0.17% (n = 370,000) | AID 651957;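 active = inhibition above the mean inhibition of all tested compounds plus 3 SD, set per campaign, cut at about 52% in these data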;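 also: 0% = DMSO treated cells and 100% = cells given Gossypol at 36 µM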
NR2F2 inh: NR2F2 (human) inhibition, primary screen. P24468. HEK293T NGFI-A luciferase reporter, luminescence. inhibition, % at 8.6 µM. actives 0.7% (n = 370,000). AID 686940;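 active = inhibition above a per-plate cutoff, mean inhibition of test wells between control levels plus 3 SD, cut at about 38% in these data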;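 also: cells cotransfected with COUP-TFII expression vector driving the NGFI-A reporter; 0% = median of COUP-TF2 test wells and 100% = reporter-only cells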
Target sequence (P24468 whole entry, looked up): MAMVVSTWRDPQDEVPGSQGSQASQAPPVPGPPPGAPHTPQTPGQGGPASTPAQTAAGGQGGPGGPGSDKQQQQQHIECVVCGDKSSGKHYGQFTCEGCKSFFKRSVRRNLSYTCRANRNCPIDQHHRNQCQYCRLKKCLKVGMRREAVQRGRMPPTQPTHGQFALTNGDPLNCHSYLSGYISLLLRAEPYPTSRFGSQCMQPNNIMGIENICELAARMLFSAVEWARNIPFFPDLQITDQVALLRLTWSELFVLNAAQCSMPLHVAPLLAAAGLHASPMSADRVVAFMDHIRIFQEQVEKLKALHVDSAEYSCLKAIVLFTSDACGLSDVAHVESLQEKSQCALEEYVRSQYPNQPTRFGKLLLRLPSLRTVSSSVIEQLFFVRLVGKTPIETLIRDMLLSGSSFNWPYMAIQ
NCOA3 inh: human NCOA3 inhibition | Q9Y6Q9 | HEK293 GAL4-SRC3 luciferase reporter, luminescence | inhibition, % at 3.6 µM | actives 0.17% (n = 360,000);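 active = inhibition above a per-campaign cutoff, the mean of all compounds plus 3 SD, cut at about 60% in these data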;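 also: 0% = DMSO-treated cells and 100% = gossypol-treated cells at 36 µM; higher means less SRC3-driven luciferase light from the GAL4 reporter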
NOD2-RIPK2 inh: NOD2-RIPK2 protein interaction inhibition; O43353; CHO BLA complementation NOD2-RIPK2, CCF4 ratio; inhibition, % at 4.98 µM; actives 0.38% (n = 360,000); AID 624267; in the data active = inhibition above about 21%;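 also: 0% = vehicle only and 100% = reference blocker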
TROY NFkB inh: blocks TROY-dependent signaling in reporter cells. actives 0.98% (n = 360,000). Q293 LMP1-TROYcd NF-kB luciferase reporter, 4 h. inhibition, % at 10 µM. AID 1347056;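 active = compounds whose plate-normalised and pattern-corrected inhibition of the luciferase reporter signal at the single screening dose is 50% or more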
LMP1 NFkB inh: reduces LMP1-driven NF-kappaB luciferase signal; actives 0.69% (n = 350,000); AID 504558; LMP1-induced NF-kappaB luciferase reporter cells, luminescence; inhibition, % at 12.5 µM; in the data active = inhibition above about 41%;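 also: 0% = neutral control wells and 100% = reference inhibitor control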
* hit, by the source's call; nt = not tested or not shown.

Below each compound – SRC1 inh	LRH-1 inv ag	TLR9-MyD88 block	TRAIL sens C8	TWEAK Fn14 block	NCOA2 inhibitor	NR2F2 inh	NCOA3 inh	NOD2-RIPK2 inh	TROY NFkB inh	LMP1 NFkB inh
- O=C(CC(C(=O)NCc1ccccc1)c1nc2ccccc2c(=O)[nH]1)NCc1ccccc1 (stereo not drawn)
 : -2	-4	-4	2	-5	-11	3	10	-9	6	3
- Cc1cc(C)c(S(=O)(=O)Nc2ccc(Cl)cn2)c(C)c1
 : -2	-11	1	-8	-4	6	7	13	-1	27	0
- CN(C(=O)CSc1ccc2c(c1)OCCO2)c1ccccc1
 : -76	-45	-7	9	-19	-41	-58	-28	-3	-49	-21
- COc1ccccc1NC(=O)c1cc(-c2cc(OC)c(OC)c(OC)c2)nc2ccccc12
 : 23	15	-1	19	19	4	-16	-2	-3	14	14
- COc1cccc(N(CC(=O)Nc2ccc3c(c2)OCO3)S(=O)(=O)c2ccccc2)c1
 : -4	5	-6	-4	3	5	14	4	6	-19	8
- COc1ccccc1OCC(O)CN1CCOCC1 (stereo not drawn)
 : -8	-5	2	23	20	-8	-2	-5	7	2	-28
- CC(=O)NC(Cc1ccccc1)C(=O)NC1CCN(C(=O)c2ccc([N+](=O)[O-])cc2)CC1 (stereo not drawn)
 : 3	16	1	2	-5	11	-11	16	-7	18	12
- Cc1nc2ccc(S(=O)(=O)NC(C(=O)N3CCn4c3nc3ccccc34)C(C)C)cc2s1 (stereo not drawn)
 : -13	-22	-11	-1	-7	-16	-20	-3	-6	-13	3
- COc1ccccc1C(=O)Nc1sc(C(=O)N2CCCC2)c(C)c1C#N
 : 7	1	-2	0	-7	23	-36	8	-4	9	2
- Cc1noc(/C=C/c2ccco2)c1S(=O)(=O)N1CCC(C(=O)N(C)Cc2ccccc2)CC1
 : -4	-1	-1	-7	-7	-9	5	-2	5	5	0
- O=C(CSc1nnc(CNC(=O)C23CC4CC(CC(C4)C2)C3)n1-c1ccccc1)Nc1ccc(F)cc1
 : 1	-14	-7	-7	5	-2	4	-17	4	16	-7
- Cc1sc2ncn(CC(=O)NCCCC(=O)NCc3ccc(F)cc3)c(=O)c2c1C
 : -2	13	-5	-1	9	-11	3	6	-11	-8	-7
- COc1ccc(C(C)(O)c2nc(-c3ccccc3)cs2)cc1 (stereo not drawn)
 : 1	-13	nt	15	20	-10	-16	-15	2	16	nt
- O=C(Nc1ccccc1C(=O)NCCc1ccccc1)c1ccco1
 : -92	-84	-10	12	-4	-79	-37	-63	0	3	-12
- Cc1ccc(CNC(=O)CCc2nc3ccccc3c(=O)[nH]2)cc1
 : 3	2	0	14	4	-51	-12	12	3	8	0

In the list so far, these have a thiophene ring, fused or not:
Below each compound – SRC1 inh	LRH-1 inv ag	TLR9-MyD88 block	TRAIL sens C8	TWEAK Fn14 block	NCOA2 inhibitor	NR2F2 inh	NCOA3 inh	NOD2-RIPK2 inh	TROY NFkB inh	LMP1 NFkB inh
- COc1ccccc1C(=O)Nc1sc(C(=O)N2CCCC2)c(C)c1C#N
 : 7	1	-2	0	-7	23	-36	8	-4	9	2
- Cc1sc2ncn(CC(=O)NCCCC(=O)NCc3ccc(F)cc3)c(=O)c2c1C
 : -2	13	-5	-1	9	-11	3	6	-11	-8	-7

Next section
Below each compound – SRC1 inh	LRH-1 inv ag	TLR9-MyD88 block	TRAIL sens C8	TWEAK Fn14 block	NCOA2 inhibitor	NR2F2 inh	NCOA3 inh	NOD2-RIPK2 inh	TROY NFkB inh	LMP1 NFkB inh
- FC(F)(F)c1cc(-c2ccccc2)nc(N2CCCCC2)n1
 : -24	-2	-2	15	22	-8	11	8	-2	-4	-11
- COc1cc2c(cc1OC)C1(Nc3c-2c(C)nn3-c2ccccc2)C(=O)Nc2ccccc21 (stereo not drawn)
 : 2	7	-6	1	-16	10	-21	7	-2	8	1
- O=C(NCCc1ccc(Cl)cc1)C1CCN(c2ncccn2)CC1
 : 8	0	-7	-4	11	4	3	10	1	-24	4
- CCCCn1c(O)c2n(c1=O)Cc1ccccc1N=C2c1ccccc1
 : 4	-21	nt	-32	10	-1	-2	0	-5	14	nt
- FC(F)Sc1ccc(Nc2ncnc3nc[nH]c23)cc1
 : -35	-147	8	0	-6	-20	-25	-45	5	-22	-7
- N#CC1=C(N)Oc2c(oc(CO)cc2=O)C12C(=O)Nc1ccc(Cl)cc12 (stereo not drawn)
 : 6	6	8	-13	15	-2	-5	-8	-4	-2	-9
- O=c1[nH]c(Nc2ccccc2)cc2cc(Br)ccc12
 : -5	-3	0	1	-9	8	3	-7	-10	-29	-23
- CC1CCN(C(=O)COC(=O)CNC(=O)c2ccccc2F)CC1
 : -9	7	2	11	3	21	11	10	-1	20	-7
- CCn1c(C2CCN(Cc3ccccc3)CC2)n[nH]c1=S
 : -6	14	-2	4	-5	14	3	17	0	-18	1
- Cc1nc2c3ccccc3nc(NNC(=O)CCC(=O)N3CCCC(C)C3)n2n1 (stereo not drawn)
 : -9	-4	13	-8	4	-5	-6	-8	0	-6	-3
- Cc1ccc(S(=O)(=O)NNC(=O)Nc2cccc3ccccc23)cc1
 : -4	-2	-3	-5	10	6	10	10	-5	11	2
- CC(Sc1nc2ncc(Cl)cc2[nH]1)C(=O)NC1(C#N)CCCCC1 (stereo not drawn)
 : 11	6	1	-15	3	15	12	12	-14	-4	7
- c1ccc2c(c1)ncn2CCOCCOCCn1cnc2ccccc21
 : -4	-3	-8	-13	0	7	1	15	-2	-5	1
- CCc1ccc(-c2nn[nH]n2)cc1
 : 2	-15	-1	20	5	-5	-11	10	4	-14	-6
- COc1ccc(CN2CCc3ccccc3C2)c(OC)c1OC
 : -1	7	-1	-11	6	2	-19	3	0	7	4

Quoted at random: 7 records from the list
Below each compound – SRC1 inh	LRH-1 inv ag	TLR9-MyD88 block	TRAIL sens C8	TWEAK Fn14 block	NCOA2 inhibitor	NR2F2 inh	NCOA3 inh	NOD2-RIPK2 inh	TROY NFkB inh	LMP1 NFkB inh
- c1ccc2c(c1)ncn2CCOCCOCCn1cnc2ccccc21
 : -4	-3	-8	-13	0	7	1	15	-2	-5	1
- CC(Sc1nc2ncc(Cl)cc2[nH]1)C(=O)NC1(C#N)CCCCC1 (stereo not drawn)
 : 11	6	1	-15	3	15	12	12	-14	-4	7
- FC(F)Sc1ccc(Nc2ncnc3nc[nH]c23)cc1
 : -35	-147	8	0	-6	-20	-25	-45	5	-22	-7
- CC1CCN(C(=O)COC(=O)CNC(=O)c2ccccc2F)CC1
 : -9	7	2	11	3	21	11	10	-1	20	-7
- COc1cc2c(cc1OC)C1(Nc3c-2c(C)nn3-c2ccccc2)C(=O)Nc2ccccc21 (stereo not drawn)
 : 2	7	-6	1	-16	10	-21	7	-2	8	1
- CCn1c(C2CCN(Cc3ccccc3)CC2)n[nH]c1=S
 : -6	14	-2	4	-5	14	3	17	0	-18	1
- COc1ccc(CN2CCc3ccccc3C2)c(OC)c1OC
 : -1	7	-1	-11	6	2	-19	3	0	7	4

Next part.
Below each compound – SRC1 inh	LRH-1 inv ag	TLR9-MyD88 block	TRAIL sens C8	TWEAK Fn14 block	NCOA2 inhibitor	NR2F2 inh	NCOA3 inh	NOD2-RIPK2 inh	TROY NFkB inh	LMP1 NFkB inh
- CCCCN(C)CCCN1C(=O)C2C(C(=O)Nc3cccc(OC)c3)C3C=CC2(O3)C1C(=O)NC1CCCCC1C (stereo not drawn)
 : -13	24	0	5	10	11	-2	10	6	-18	-6
- O=C(CCN1CCCCC1)c1ccccc1
 : 1	-7	-6	5	-1	14	6	8	6	1	4
- Cc1cc(=O)[nH]c(N/N=C/c2ccc(N(C)C)cc2)n1
 : -31	-3	-4	4	-4	-60	-20	-24	-3	-19	2
- COc1ccc(S(=O)(=O)NCc2ccncc2)cc1NC(=O)c1ccc(Cl)cc1
 : 15	19	7	17	2	8	22	35	4	15	7
- COc1ccc(C2/C=C\CN(Cc3ccc(N(C)C)cc3)CC(=O)N2Cc2ccc(F)cc2)cc1 (stereo not drawn)
 : 5	5	-2	12	7	-10	9	-2	-1	-4	-4
- O=C(/C=C/c1cccs1)N1CCC2(CC1)Oc1ccc(Cl)cc1C(=O)C21CC(c2cccnc2)=NO1 (stereo not drawn)
 : -14	-3	-11	25	33	-4	9	-1	2	4	-4
- COC(=O)NCCOc1nc(N(C)C)nc(N(C)C)n1
 : -2	-21	4	-13	13	1	7	9	-5	7	34
- CCCC1C(C(=O)OCC)=C(C)NC(C)=C1C(=O)OCC
 : 3	6	-2	0	2	8	13	22	6	3	0
- COc1ccc(NC(=O)C(NC(=O)Cc2cccs2)c2ccc(C)cc2)cc1 (stereo not drawn)
 : -5	-15	5	-15	7	9	0	-2	-2	22	-12
- CCCCNC(=O)c1nn2c(C(F)(F)F)cc(-c3ccccc3)nc2c1Br
 : -2	28	-7	7	9	8	-7	1	-2	-7	3
- Cc1cccc(C(=O)Nc2nnc(S(=O)(=O)N3CCOCC3)s2)c1
 : -9	-3	0	9	-11	14	7	21	-1	-18	1
- NC(Cc1ccc(Cl)cc1)c1csc(NC(=O)Nc2ccccc2-c2ccccc2)n1 (stereo not drawn)
 : 13	-13	nt	31	11	27	16	-6	-2	0	nt
- CN1CCN(c2cc(-c3cccc(C(=O)O)c3)nc3ccnn23)CC1
 : 1	-28	nt	-18	-13	-10	15	8	8	2	nt
- Cc1ccc(CSCCC(=O)NCCc2ccc(Cl)cc2)cc1
 : 9	-4	-4	4	0	20	11	3	7	4	-1
- CN(C)/C=c1\sc2c(C#N)cc(C(=O)c3ccc(Br)cc3)n2c1=O
 : -8	-4	7	0	-21	-1	-13	7	-1	-17	-5

Limited to NCOA2 inhibitor (2 entries from above):
canonical_smiles,NCOA2 inhibitor
Cc1cc(=O)[nH]c(N/N=C/c2ccc(N(C)C)cc2)n1,-60
CCCCNC(=O)c1nn2c(C(F)(F)F)cc(-c3ccccc3)nc2c1Br,8

Other results
Below each compound – SRC1 inh	LRH-1 inv ag	TLR9-MyD88 block	TRAIL sens C8	TWEAK Fn14 block	NCOA2 inhibitor	NR2F2 inh	NCOA3 inh	NOD2-RIPK2 inh	TROY NFkB inh	LMP1 NFkB inh
- Cc1cc(OC2CCCCC2)nc(-c2ccccc2O)n1
 : -17	-5	0	-8	4	5	9	3	1	4	-4
- O=C1C(c2ccccc2)c2ccccc2N1Cc1ccccc1 (stereo not drawn)
 : -15	-1	1	-10	6	23	-5	1	-5	2	-4
- Cc1cc(NC(=O)COc2ccc(Cl)cc2Cl)n(-c2ccccc2)n1
 : -40	0	-6	9	12	24	8	6	6	36	0
- CN(C)S(=O)(=O)c1cccc(NC(=S)N(CCC#N)Cc2cccnc2)c1
 : 5	-1	-9	-9	-14	-2	1	-2	-1	-9	-3
- CN(Cc1ccccc1)S(=O)(=O)c1ccc(Cl)c(C(=O)N2CCC2)c1
 : 0	13	-11	7	8	16	-1	24	-10	-22	0
- Cc1ccc(NC2=CC(=O)CC(C)(C)C2)cc1Cl
 : -29	6	-1	-11	18	-17	11	9	-1	-50	-7
- COc1ccc(N2CCC(CNC(=S)Nc3c(C)cccc3C)C2)cc1 (stereo not drawn)
 : -16	8	-11	12	-32	7	3	14	8	4	1
- Cc1cccnc1NS(=O)(=O)c1cccc([N+](=O)[O-])c1
 : -1	8	-4	-20	6	14	-21	10	-3	-3	4
- CCOC(=O)c1c(C)[nH]c(C)c1C(=O)COC(=O)c1cc2ccccc2cc1OC
 : 9	1	-1	-9	-9	6	-26	8	-9	16	1

This is a subset; count on the stated rates, not on these rows.
